CXXC DNA block = inhibitors of human MLL CXXC domain-DNA interaction | MLL-CXXC / FITC-HOXA9 DNA fluorescence polarization | Potency, µM (series often up to 115 µM), for inactives: top-dose activity change, negative = inhibition, hits mostly inhibitors | actives 0.037% (n = 290,000) | Q03164; active means well fitted inhibition curve with a large enough effect in the polarisation, with a control signal flat, not every such curve was filed as active; inconclusive means small, poorly fitted or top-dose-only effect, or effect the other way, or a change in a side signal; inactive means no such curve, though single readings can be large or run the other way; the % refers to the polarisation; further: potency means the concentration at half of the fitted maximal effect
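Steps: dispense CXXC domain solution (7 uM) → pin compounds or unlabeled HOX-A9 DNA control → 5 min ambient → add FLSN-HOX-A9 solution (50 nM) → spin → 30 min ambient → fluorescence polarization. Tris pH 7.5/NaCl/DTT/BSA buffer.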
GALK inh = galactokinase (human) inhibition | P51570 | Purified GALK, Kinase-Glo residual ATP luminescence | Potency, µM (series often up to 57.5 µM), for the others: at the top dose activity change, negative = inhibition, usual class: inhibitors | actives 0.007% (n = 270,000); further: potency means the concentration at half of the fitted maximal effect; on the % scale 0 is the no-effect control and ±100 the full control effect
Target sequence (P51570 whole entry, looked up): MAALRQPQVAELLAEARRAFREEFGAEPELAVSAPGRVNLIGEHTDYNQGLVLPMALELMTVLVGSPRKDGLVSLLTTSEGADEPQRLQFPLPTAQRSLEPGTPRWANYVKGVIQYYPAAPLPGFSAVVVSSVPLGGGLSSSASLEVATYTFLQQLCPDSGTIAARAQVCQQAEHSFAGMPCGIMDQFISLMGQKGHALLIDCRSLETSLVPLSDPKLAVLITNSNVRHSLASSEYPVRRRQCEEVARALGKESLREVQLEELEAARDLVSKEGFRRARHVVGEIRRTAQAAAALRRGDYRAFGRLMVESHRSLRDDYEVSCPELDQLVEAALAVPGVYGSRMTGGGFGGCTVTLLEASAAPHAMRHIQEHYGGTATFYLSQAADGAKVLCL
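Kinase-Glo Plus luminescence measured ATP left after a 1 h room-temperature reaction. The reaction used 5 nM GALK, 100 uM galactose and 35 uM ATP at pH 8.0 (20 mM HEPES, 5 mM MgCl2, 60 mM NaCl, 1 mM DTT, 0.01% BSA).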
Giardia killer = Giardia lamblia killing; AID 540267; actives 0.15% (n = 340,000); activity change, % at 7.66 µM, hits read low; Giardia lamblia trophozoite viability; in the data active means activity change below about -80%; inconclusive means between about -30% and that limit;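 further: parasites exposed to compound for two days anaerobically before the ATP read; on the % scale 0 is the no-effect control and ±100 the full control effect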
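Each well holds 100 Giardia trophozoites and compound. After two days (48 hrs) at 37 deg C in anaerobic conditions, ATP is quantified by luminescence.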
TSHR antagonist = human thyrotropin receptor antagonism | P16473 | TSHR-expressing cells, TSH-stimulated cAMP HTRF, 2 h; active compounds read low | activity change, negative = inhibition, % at 11.5 µM | actives 0.2% (n = 330,000);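 active means activity change below a set negative limit, meaning inhibition stronger than a set level, cut at about -70% in these data; inconclusive means activity change between two set negative limits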; further: on the % scale 0 is the no-effect control and ±100 the full control effect
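Freshly harvested TSHR cells receive pin-tooled compound, then EC80 TSH at 4nM final. After 2 hours at 37 deg C, antibody in lysis buffer and cAMP-d2 are added; 30 minutes at ambient temperature precede the HTRF read.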
FBPA coupling cs = counter-screen for Giardia aldolase inhibitors: coupling enzyme system. AID 2472. actives 0.67% (n = 290,000). coupling enzyme system counterscreen, AmpLite Red fluorescence. activity change, negative = inhibition, % at 58.2 µM, hits read low; in the data active means activity change below about -30%; further: on the % scale 0 is the no-effect control and ±100 the full control effect
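Counterscreen lacking aldolase: glyceraldehyde-3-phosphate coupling-enzyme reagent preincubated 10 min at RT with compound (at 57.5 uM final), then substrate/coupling system with AmpLite Red added; fluorescence read at 525/598 nm after 20 min RT.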
TCR activator = T cell receptor activation; primary human leukocytes, anti-CD3, IL-2 HTRF, 48 h; Potency, µM (top dose mostly 9.22 µM), without a hit: at the highest dose activation of IL-2 secretion, most hits filed as activators; 330,000 tested, under 10 active; AID 504894; further: % of control where 0% means no effect
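Primary human leukocytes receive a-CD3 beads and test compound and are incubated 48 hr. Secreted IL-2 is then assayed by HTRF, measuring 665nm acceptor emission after 320nm excitation of the europium donor.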
Chronic BCR inh = blocks chronic active B-cell receptor signaling | Potency, µM (top dose mostly 46.1 µM), for the others: at the highest dose ratio change, negative = lower green/red ratio, actives largely listed as inhibitors | actives 0.05% (n = 340,000) | ABC-DLBCL IkBa-CBG/CBR reporter, luminescence ratio, 4 h | AID 493014; active means well fitted inhibition curve with a large enough effect in the signal ratio, with a control signal flat, not every such curve was filed as active; inconclusive means small, poorly fitted or top-dose-only effect, or effect the other way, or a change in a side signal; the % refers to the signal ratio;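 further: potency means the concentration at half of the fitted maximal effect; plate controls were basal doxycycline-induced cells for no effect and cells given 10 µM MG132 for full effect; MG132 reads +100%, hits lower the ratio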
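Cell line TMD8 (human ABC DLBCL), stably expressing tet-inducible CBG68-IkBa fusion and CBR; IMDM/0.5% FBS; cpd up to 46 uM; dox induction, 4 h, 37C/5% CO2; dual luminescence; green/red ratio; MG132 control.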
hERG WT inh = KCNH2 (human, wildtype) channel inhibition; U2OS, BacMam KCNH2, thallium flux FluxOr; active compounds read low; activity change, % at 1.84 µM; actives 0.37% (n = 340,000); AID 720551;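 active means maximum activity change below -70%; inconclusive means maximum activity change between -70% and -50%; inactive means maximum activity change above -50%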; further: on the % scale 0 is the no-effect control and ±100 the full control effect
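U2OS cells transduced with wild-type KCNH2 virus are loaded with FluxOr dye for 45 min, and thallium flux is measured in kinetic reads before and after stimulation buffer. Rate constants are normalized to DMSO controls.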
Tb PFK inh = blocks T. brucei phosphofructokinase; O15648; T. brucei PFK, ADP-Glo luminescence; Potency, µM (highest dose often 57.5 µM), without a hit: top-dose activity, negative = inhibition, usual class: inhibitors; actives 0.17% (n = 330,000);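 further: potency means the concentration at half of the fitted maximal effect; 0% = uninhibited 1x PFK enzyme wells and -100% = no-enzyme wells; nearly all actives have a fitted effect of over 60% in size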
Target sequence (O15648 whole entry, looked up): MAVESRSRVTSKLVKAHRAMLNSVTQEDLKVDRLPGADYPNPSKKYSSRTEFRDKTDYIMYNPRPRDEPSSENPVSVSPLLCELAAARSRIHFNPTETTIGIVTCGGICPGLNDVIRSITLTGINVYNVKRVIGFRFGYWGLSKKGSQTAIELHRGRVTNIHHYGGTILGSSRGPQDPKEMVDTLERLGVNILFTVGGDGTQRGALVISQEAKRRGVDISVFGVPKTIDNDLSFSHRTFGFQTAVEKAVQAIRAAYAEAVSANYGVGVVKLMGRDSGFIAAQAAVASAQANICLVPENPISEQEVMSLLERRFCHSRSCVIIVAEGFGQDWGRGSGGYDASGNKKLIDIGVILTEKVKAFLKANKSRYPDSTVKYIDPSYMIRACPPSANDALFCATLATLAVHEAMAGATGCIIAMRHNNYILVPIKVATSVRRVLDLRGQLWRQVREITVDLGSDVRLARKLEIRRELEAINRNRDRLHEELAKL
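Activity is normalized to no-enzyme wells (full inhibition) and 1.25 nM enzyme wells (no inhibition). Reaction: 0.5 mM F6P, 0.1 mM ATP, 45 min RT, ADP-Glo luminescence; concentration-response curves fitted and classed by quality.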
A-T KAP1 phos = potential ataxia-telangiectasia treatment. […] A-T fibroblasts, KAP-1 phosphorylation AlphaLISA; neocarzinostatin DNA damage 30 min before lysis. Potency, µM (highest dose often 57.5 µM), inactives show at the top dose activation, actives largely listed as activators. AID 485349. actives 0.19% (n = 320,000); further: potency means the concentration at half of the fitted maximal effect; % of control where 0% means no effect; nearly all actives have a fitted effect of over 45% in size
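hTERT-immortalized A-T patient fibroblasts ([…]), 500 cells/well in OPTI-MEM, 1% FBS, got compounds for 60 min, then NCS for 30 min at 37C. Lysates were then assayed for phospho-KAP-1 by AlphaLISA (anti-pKAP1 donor, anti-KAP1 acceptor beads), 6 hr at 25C.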
Active calls of the source: *; u = inconclusive; x = not tested or not shown; [ ] = remark or other dose. Unless noted, the call rests on the fitted dose curve; in most records, active means well fitted curve in the direction sought with a large enough effect; inconclusive means small, poorly fitted or top-dose-only effect, or another doubt; inactive means no such curve, though single readings can be large; an effect the other way counts as inactive or inconclusive.

entry	Structure	CXXC DNA block	GALK inh	Giardia killer	TSHR antagonist	FBPA coupling cs
1	CCCCCCCCC(=O)N1CCN(c2cc3c(cc2F)c(=O)c(C(=O)O)cn3CC)CC1	14%	2%	-12	-6	0
2	CCOc1ccc(C(=O)OCC(=O)N(Cc2ccccc2)Cc2ccccc2)cc1OC	x	x	14	-17	x
3	COc1cc2[nH]c3c(=O)n(CCN4CCOCC4)cnc3c2cc1OC	8%	4%	-6	6	-6
4	Cc1ccc(OCCC(=O)N(CCC(C)C)c2c(N)n(Cc3ccccc3)c(=O)[nH]c2=O)cc1	x	x	2	0	x
5	O=C(Oc1ccccc1)c1ccc(-n2cnnn2)cc1	11%	8%	-10	-6	1
6	O=C(Cn1cnc2c(OCc3ccccc3)ncnc21)NCCN1CCOCC1	x	x	10	-7	x
7	Cc1noc(C)c1NC(=O)N(C)C[C@H]1Oc2c(NC(=O)c3ccncc3)cccc2C(=O)N([C@H](C)CO)C[C@@H]1C	x	x	-10	15	x
8	Cc1ccc(S(=O)(=O)NN=C2CCN(Cc3ccccc3)CC2)cc1	-5%	3%	11	-1	0
9	CCOc1ccc(C(=O)NCC(=O)NCC(c2ccccc2OC)N2CCCC2)cc1 (stereo not drawn)	x	x	-3	6	x
10	Cc1nn(C(C)C(=O)NCc2ccco2)c(=O)c2nn(-c3ccccc3)c(C)c12 (stereo not drawn)	-5%	7%	23	12	4
11	CC(=O)c1ccc(NC(=O)c2onc(C)c2Cl)cc1	11%	-1%	3	-6	-1
12	Cc1nnn(C23C[C@@H]4C[C@@H](CC(C(=O)N5CCN(c6ccccc6)CC5)(C4)C2)C3)n1	-5%	5%	-22	2	7

entry	TCR activator	Chronic BCR inh	hERG WT inh	Tb PFK inh	A-T KAP1 phos
1	-1%	1%	-12	-11%	16%
2	5%	-4%	0	-1%	10%
3	0%	-2%	-3	-11%	-4%
4	1%	5%	2	4%	-7%
5	-3%	u	-5	-3%	-1%
6	1%	3%	-17	1%	6%
7	5%	-6%	3	0%	-13%
8	-3%[46.1 µM]	-2%	3	6%	-9%
9	3%	-20%	27	-6%	-2%
10	9%	-16%	5	-2%	-2%
11	0%	10%	6	2%	1%
12	11%	-10%	4	-6%	-11%

(cont.)
entry	Structure	CXXC DNA block	GALK inh	Giardia killer	TSHR antagonist	FBPA coupling cs
13	Cc1ccc2cc(CCNC(=O)C3CCCCC3)c(=O)[nH]c2c1C	38%[activator]	x	-29	-2	0
14	COc1cccc(C(=O)Nc2cc(C)nn2-c2ccccc2)c1OC	41%[activator]	-3%	-11	x	1
15	CC1CCCCN1CC(=O)Nc1sccc1C#N (stereo not drawn)	-2%	-1%	-9	-2	1
16	FC(F)(F)c1cc(CCN2CCNC[C@@H]2CC2CCCCC2)cc(C(F)(F)F)c1	x	x	39[activator]	8	x
17	CS(=O)(=O)N1CCN(C(=O)c2cc(-c3ccccc3)nc3ccccc23)CC1	15%	0%	5	-10	3
18	O=C(CN(c1cccc([N+](=O)[O-])c1)S(=O)(=O)c1ccccc1)N(Cc1ccccc1)Cc1ccccc1	2%	0%	-9	23	1
19	Cc1cc(C)c2nc(N(CCN(C)C)C(=O)/C=C/c3cccs3)sc2c1	37%[activator]	1%	-5	11	x
20	Cc1nc2sc(C(c3cccs3)N3CCN(c4ccccc4)CC3)c(O)n2n1 (stereo not drawn)	10%	2%	66[activator]	-3	1
21	Cc1ccc(/C=N/N2CCN(Cc3ccc(Cl)cc3)CC2)o1	11%	2%	20	-24	0
22	O=C(CN1C(=O)C2C3c4ccccc4C(c4ccccc43)C2C1=O)Nc1ccccc1C(=O)O (stereo not drawn)	-5%	2%	4	-5	19
23	C/C(O)=C\c1nc2ccccc2oc1=O	0%	1%	-7	9	-10
24	O=C(c1cccc(C(F)(F)F)c1)C1CCCN(C(=O)CCn2cnnn2)C1 (stereo not drawn)	-7%	5%	-26	2	4

entry	TCR activator	Chronic BCR inh	hERG WT inh	Tb PFK inh	A-T KAP1 phos
13	1%	0%	26	0%	-2%
14	8%	1%	-10	-2%	5%
15	-3%	20%	12	-2%	-2%
16	-5%	0%	0	2%	14%
17	-1%	-2%	17	5%	5%
18	-6%[46.1 µM]	-1%	3	4%	2%
19	-2%	-11%	-136*	u	0%
20	-3%	u	5	2%	1%
21	3%	u	2	-13%	x
22	-2%[46.1 µM]	7%	-14	11%	-3%
23	4%	u	3	2%	7%
24	6%	-3%	-6	0%	4%

The list goes on.
entry	Structure	CXXC DNA block	GALK inh	Giardia killer	TSHR antagonist	FBPA coupling cs
25	CC(C)c1ccc(/C=N/NC(=O)c2nnn(-c3nonc3N)c2CSC2=NCCS2)cc1	12%	2%	0	-37	-1
26	COc1c(Cl)cc(C(=O)Nc2ccc(Cl)cn2)cc1Cl	11%	2%	-1	-11	3
27	CCc1ccc(S(=O)(=O)NCCOc2cccc3cccnc23)cc1	-3%	2%	-3	4	1
28	CCOc1cc(N2CCOCC2)c(OCC)cc1NC(=O)CSc1n[nH]c(N)n1	4%	1%	-2	-11	-20
29	CC1CCC(NC(=O)C2c3ccccc3C(=O)N2Cc2cccs2)CC1 (stereo not drawn)	3%	x	8	0	0
30	CCCc1nnc(NC(=O)CCC(=O)N2CCN(CCn3c(C)ccc3C)CC2)s1	0%	2%	-7	8	1
31	O=C(c1ccc(Cl)nc1)N1CCN(S(=O)(=O)c2ccc3c(c2)OCCO3)CC1	x	x	15	-4	x
32	Cc1ccc(NC(=O)CNc2ccc(Cl)cc2F)cc1	-11%	2%	-24	0	1
33	O=C(CSc1nccn1Cc1ccco1)Nc1ccccc1	-10%	-4%	-1	7	x
34	Cc1ccc(S(=O)(=O)N/N=C\c2cccnc2)cc1	1%	-1%	-1	-7	-2
35	O=C(c1ccc(CS(=O)Cc2ccc(Cl)cc2)o1)N1CCN(c2ccccn2)CC1 (stereo not drawn)	28%	-6%	-4	-2	0
36	O=C(NCCCn1ccnc1)C1CC2CCC1C2 (stereo not drawn)	3%	-2%	-13	6	7

entry	TCR activator	Chronic BCR inh	hERG WT inh	Tb PFK inh	A-T KAP1 phos
25	3%[46.1 µM]	u	-2	-1%	0%
26	5%	1%	5	1%	x
27	-3%	u	14	-3%	17%
28	-1%	0%	-12	4%	-1%
29	-3%[46.1 µM]	3%	-5	0%	-9%
30	-3%	u	5	-4%	-2%
31	-3%	-2%	1	2%	-1%
32	-3%[46.1 µM]	-12%	7	-5%	3%
33	7%	0%	15	-7%	-25%
34	-2%	u	3	2%	5%
35	0%	0%	0	1%	-4%
36	4%	-2%	-10	0%	2%

Other entries:
entry	Structure	CXXC DNA block	GALK inh	Giardia killer	TSHR antagonist	FBPA coupling cs
37	CN(Cc1cccnc1)Cc1cn[nH]c1-c1ccc(-c2ccccc2)cc1	5%	4%	12	0	-1
38	O=C(N/N=C/c1cccn1-c1ccc([N+](=O)[O-])cc1)C(O)c1ccccc1 (stereo not drawn)	6%	-1%	-13	-4	4
39	O=C(COc1ccc(Cl)cc1Cl)NN1C(=O)C2C3C=CC(C3)C2C1=O (stereo not drawn)	-8%	0%	-13	-3	-1
40	S=C(NCCc1ccccc1)Nc1ccc(Cl)cc1Cl	13%	1%	-6	0	0
41	COc1ccc2nc(C)c(C(=O)NN)cc2c1	-4%	x	-7	2	3
42	CN(CC(=O)NC1CCCCC1)S(=O)(=O)c1ccc2c(c1)c(=O)n(C)c(=O)n2C	41%[activator]	-2%	14	30	x
43	CC1=NN(c2nc(-c3ccc(F)cc3)cs2)C(=O)C1	-22%	-5%	-5	14	1

entry	TCR activator	Chronic BCR inh	hERG WT inh	Tb PFK inh	A-T KAP1 phos
37	8%	-2%	-3	-1%	-11%
38	2%	6%	6	-4%	-5%
39	-16%	4%	-3	0%	5%
40	1%	6%	-13	-2%	1%
41	-3%[46.1 µM]	u	-3	-3%	1%
42	9%	1%	1	6%	1%
43	2%	8%	-2	6%	-3%

Pulled by structure from above, 2 records:
entry	Structure	CXXC DNA block	GALK inh	Giardia killer	TSHR antagonist	FBPA coupling cs
14	COc1cccc(C(=O)Nc2cc(C)nn2-c2ccccc2)c1OC	41%[activator]	-3%	-11	x	1
5	O=C(Oc1ccccc1)c1ccc(-n2cnnn2)cc1	11%	8%	-10	-6	1

entry	TCR activator	Chronic BCR inh	hERG WT inh	Tb PFK inh	A-T KAP1 phos
14	8%	1%	-10	-2%	5%
5	-3%	u	-5	-3%	-1%

From PubChem
